# M1 ag: agonists of human M1 muscarinic receptor. P11229. CHO-K1 hM1, Fluo-8 calcium fluorescence, agonist mode; 0% DMSO, 100% acetylcholine EC100. activation, % at 3 µM. 0.33% of 360,000 active. AID 588814;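 active means activation above the run's mean compound activation plus 3 SD, cut at about 16% in these data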;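 further: peak over basal fluorescence ratio within a 140 s kinetic read after compound addition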
# TAAR1 agonist: human TAAR1 agonism. activation, % at 3 µM. Q96RJ0. 0.99% of 360,000 active. AID 624467. CHO RD-HGA16 TAAR1, Fluo-8 calcium fluorescence; vehicle wells 0%, saturating PEA agonist 100%;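 active means activation above the mean activation of all test compounds in the run plus 3 SD, cut at about 38% in these data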
# Target sequence (Q96RJ0 whole entry, looked up): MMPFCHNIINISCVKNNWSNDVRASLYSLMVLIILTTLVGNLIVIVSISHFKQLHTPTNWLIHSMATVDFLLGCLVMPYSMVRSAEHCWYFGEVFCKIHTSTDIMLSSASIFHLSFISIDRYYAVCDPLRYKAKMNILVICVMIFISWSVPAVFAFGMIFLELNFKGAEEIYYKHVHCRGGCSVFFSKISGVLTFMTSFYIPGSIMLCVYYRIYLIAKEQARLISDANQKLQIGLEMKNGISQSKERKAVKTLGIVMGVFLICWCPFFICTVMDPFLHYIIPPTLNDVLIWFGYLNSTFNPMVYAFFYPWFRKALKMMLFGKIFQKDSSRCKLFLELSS
#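 Benchmarks: low control DMSO, high control PEA (EC100); System: CHO RD-HGA16 cells carrying human TAAR1 plus Gα16; Detection: Fluo-8 fluorescence, 5 s baseline then 140 s kinetic read; Schedule: 17-24 h plating, Fluo-8 75 min 37 °C, 30 min RT; Read-out basis: % activation from peak over basal fluorescence ratio, DMSO-to-PEA scaled.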
# CHO-K1 Ca ag: counter-screen for M1 agonists: effect in parental CHO-K1 cells | Fluo-8 calcium fluorescence; scaled to maximal ATP response, vehicle zero | activation, % at 3 µM | 0.48% of 360,000 active; in the data active means activation above about 15%;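 further: untransfected CHO-K1 host cells lacking M1 receptor as counterscreen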
# CHO-K1 Ca antag: counter-screen for M1 antagonists: effect in parental CHO-K1 cells; inhibition, % at 3 µM; 0.6% of 360,000 active; ATP-induced calcium, Fluo-8 fluorescence;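 active means inhibition above a per-plate cutoff, the plate's mean sample inhibition plus 3 SD, cut at about 24% in these data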;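 further: 0% = DMSO plus EC80 ATP and 100% = DMSO alone without ATP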
# CHRM1 antagonist: blocks human M1 muscarinic receptor | P11229 | CHO-K1 hM1, Fluo-8 calcium fluorescence, ACh EC80 antagonist | inhibition, % at 3 µM | 1.3% of 360,000 active | AID 588852;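 active means percent inhibition above its own plate's cutoff, namely the mean of that plate's compound wells plus 3 SD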;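 further: peak over basal fluorescence ratio during 140 s after agonist addition; 0% = ACh EC80 plus DMSO and 100% = DMSO alone without agonist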
# TAAR1 antag: antagonists of human TAAR1; inhibition, % at 3 µM; 1.5% of 360,000 active; Q96RJ0; AID 624466; CHO RD-HGA16 TAAR1, Fluo-8 calcium fluorescence, antagonist;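 active means inhibition above a per-plate cutoff, the mean inhibition of test compounds on that plate plus 3 SD, cut at about 49% in these data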;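 further: 0% = DMSO plus EC80 beta-PEA response and 100% = DMSO alone without agonist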
#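 Material: CHO RD-HGA16 cells bearing hTAAR1; compound dosing: one-point dosing, 3 µM nominal final; schedule: dye loading 75 min at 37 °C, then 30 min room temperature; measured by: calcium fluorescence with Fluo-8; control set: vehicle and agonist controls; replication: n of 1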
# OXTR potentiate: potentiators of human oxytocin receptor; 0.061% of 320,000 active; activation, % at 3 µM; P30559; CHO-OTR cells, Fluo-8 calcium fluorescence, potentiator mode; 0% = oxytocin EC15, 100% = EC100;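 active means activation above that plate's cutoff, the mean activation of tested compounds plus 3 SD, cut at about 6.6% in these data, passing the limit was not always enough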;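 further: 100% uses oxytocin at 75 nM as the full agonist control; some results filed as inactive read as strong as hits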
# Target sequence (P30559 whole entry, looked up): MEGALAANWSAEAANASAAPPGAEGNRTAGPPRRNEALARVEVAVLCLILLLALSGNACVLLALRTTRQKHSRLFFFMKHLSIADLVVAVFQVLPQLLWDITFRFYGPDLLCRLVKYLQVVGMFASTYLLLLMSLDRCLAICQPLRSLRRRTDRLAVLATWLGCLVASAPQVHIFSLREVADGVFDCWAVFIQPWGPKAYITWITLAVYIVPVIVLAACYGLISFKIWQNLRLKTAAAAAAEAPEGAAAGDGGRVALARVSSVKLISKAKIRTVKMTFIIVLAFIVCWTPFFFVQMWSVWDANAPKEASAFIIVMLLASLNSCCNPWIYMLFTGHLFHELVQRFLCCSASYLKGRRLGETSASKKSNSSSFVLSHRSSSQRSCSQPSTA
#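 test system = CHO-OTR cells, human receptor | compound = single-point 3.0 µM | schedule = 6 min compound pre-incubation at room temperature, 100 s kinetic read | signal = Fluo-8 no-wash calcium dye fluorescence, excitation 470-495 nm, emission 515-575 nm | repeats = single well per compound, singlicate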
# CHO-K1 Ca PAM: M1 PAM counterscreen hit in parental CHO-K1 cells. activation, % at 3 µM. AID 602247. 0.02% of 360,000 active. ATP EC20, Fluo-8 calcium fluorescence; 0% at ATP EC20, 100% at ATP max;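 active means activation above the run cutoff, the mean activation of all test compounds plus 3 SD, cut at about 40% in these data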;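 further: peak over basal fluorescence ratio in a 140 s read after ATP addition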
# CHO parental Ca: signal in parental CHO cells, OX1R antagonist counter-screen; 0.63% of 330,000 active; parental CHO-K1, ATP-induced calcium, Fluo-8 fluorescence; inhibition, % at 5.6 µM;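 active means inhibition above that plate's mean sample inhibition plus 3 SD, cut at about 26% in these data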;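 further: 0% = ATP-challenged DMSO wells and 100% = DMSO wells without ATP; some compounds past the cut are filed as inactive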
#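 Material: parental CHO cells / Compound: single nominal dose of 5.6 µM per compound / Signal: Fluo-8 fluorescence / Replicates: singlicate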
# Starred values were filed as active, the others as inactive; . = not tested or not shown.
SMILES	CHO-K1 Ca antag	CHO-K1 Ca ag	OXTR potentiate	CHRM1 antagonist	M1 ag	CHO-K1 Ca PAM	TAAR1 agonist	TAAR1 antag	CHO parental Ca
CC(C)(C)c1ccc(OCC(=O)N/N=C/c2cc(Br)ccc2OC(=O)c2ccco2)cc1	-9	0.7	-6	-8	-3	20	2	-13	-1
CC(C)c1ccc(C(=O)N2CCN(CCO)CC2)cc1	-8	0.1	-12	-7	-2	8	1	5	4
COc1ccc(CCN2C(=O)c3cccc4cccc(c34)C2=O)cc1OC	4	0.1	-6	7	-4	-1	3	11	-5
O=C(NC(=S)NCC1CCCO1)c1cccs1 (stereo not drawn)	-3	1.6	-7	-5	-7	21	4	-18	-14
COC(=O)C1CCN(C(=O)C23CCC(C)(C(=O)O2)C3(C)C)CC1 (stereo not drawn)	21	-0.2	-7	12	0	-6	-2	-9	13
CN1OC[C@@H]2CN(C(=O)C(C)(C)C)[C@H](c3ccc(-c4cc5ccccc5o4)cc3)C[C@@H]21	-13	0.9	.	-2	-3	19	0	-21	.
CCOC(=O)c1cc(CC)sc1NC(=O)COC(=O)C1CCC1	5	1.1	0	2	1	-7	1	-17	-11
O=C(CSc1nc(-c2ccc(F)cc2)cs1)Nc1ccccn1	-1	0.0	-9	-4	-2	-1	2	24	-5
COCCN1CC(O)=C(c2nc3ccccc3c(=O)[nH]2)C1=N	-11	0.3	-9	-14	-4	18	2	-13	7
N#C/C(=C1/CCCCCN1)c1nnc2n1CCCCC2	-24	0.8	5	0	-12	29	1	-21	-3
Cc1cccc(OCC(=O)N(Cc2nnc(-c3ccccc3Cl)o2)C2CC2)c1	-4	0.4	0	-7	-2	-1	6	-19	-22
O=C(NCCCN1CCCC1)c1ccc2c(c1)N(Cc1ccc(F)cc1)C(=O)c1ccccc1S2=O (stereo not drawn)	-15	0.4	-7	26	-5	13	8	-10	-25
Cc1ccn(CCC(=O)NC2CCCc3c2cnn3-c2cccc(C)c2C)n1 (stereo not drawn)	-20	3.9	-24	5	4	16	2	-7	-2
Cc1c(C(c2ccccc2O)c2c(C)n(C)n(-c3ccccc3)c2=O)c(=O)n(-c2ccccc2)n1C	-16	-0.2	-2	2	-1	9	0	15	-11
Cc1cccc(C(=O)OCC(=O)N(C)C(c2ccccc2)c2ccccc2)c1[N+](=O)[O-]	-1	0.4	-9	16	-2	11	1	22	6
CCn1c(SCC(=O)c2cccs2)nnc1-c1cccs1	-23	0.7	-7	-31	-3	6	7	9	-3
CCCN(Cc1ccccc1)C(=S)Nc1ccc(OC(F)F)cc1	-1	0.6	-10	5	-8	9	1	-1	-10
O=C(OCc1ccc([N+](=O)[O-])cc1Cl)c1cnccn1	-3	2.9	-14	-18	1	17	1	4	-3
CCCCNC(=O)c1sc(=S)n(-c2ccccc2OC)c1N	9	3.3	-9	19	-1	-3	2	1	-14
O=C1Nc2cc(C(=O)NCCCN3CCCC3)ccc2S/C1=C\c1ccccc1	-10	4.1	-6	4	-5	19	2	4	-22
C=CCOc1ccc(CNc2ccc3[nH]c(=O)[nH]c3c2)cc1OCC	-29	1.3	-8	-10	-4	3	1	-26	-2
COc1ccc(CCNCc2c(OC)ccc3ccccc23)cc1OC	-8	7.8	-10	-5	-5	8	2	-7	-26
C=CCOc1ccc(CNC(C)(C)CO)cc1OCC	0	0.1	-6	-7	-5	11	3	-1	2
O=C(CN(Cc1ccc(Cl)cc1)S(=O)(=O)c1ccccc1)NCC1CCCO1 (stereo not drawn)	-5	0.7	-7	-3	-4	8	2	-26	-16
Cc1noc(C)c1COc1ccccc1C(=O)N(C)CC(=O)Nc1ccc(F)cc1	5	-0.1	-2	-4	1	-18	4	-19	-34

# Individual results from above:
# For OXTR potentiate, `COc1ccc(CCN2C(=O)c3cccc4cccc(c34)C2=O)cc1OC` has the entry -6
# For CHO-K1 Ca PAM, `O=C(NC(=S)NCC1CCCO1)c1cccs1` (stereo not drawn) has the entry 21

# Continued:
SMILES	CHO-K1 Ca antag	CHO-K1 Ca ag	OXTR potentiate	CHRM1 antagonist	M1 ag	CHO-K1 Ca PAM	TAAR1 agonist	TAAR1 antag	CHO parental Ca
COc1ccc(CN(Cc2ccccn2)C(=O)CN2C(=O)C(C)Oc3ccccc32)cc1 (stereo not drawn)	-6	5.0	0	3	0	0	15	52*	-11
Cc1cc(OCC(=O)N(C(C)C)C(C)C)ccc1Cl	-16	1.9	-2	-11	-6	5	6	-2	-12
COc1cc(C(=O)Nc2cccc(-n3cnnn3)c2)cc(Cl)c1OC	-10	5.7	-11	0	0	4	12	28	-16
COc1ccc(NC(=O)CCn2c(=S)[nH]c3ccccc3c2=O)cc1	0	1.9	-6	-12	-2	4	12	-18	4
CCOC(=O)C1=C(C)NC(=O)NC1c1ccc(OCC(=O)OC)c(OC)c1 (stereo not drawn)	-7	0.2	-2	9	-3	19	7	-1	-4
CCOC(=O)c1sc(=S)n(-c2cccc(C(F)(F)F)c2)c1SC	-4	-0.3	-15	-11	-6	16	10	-10	-11
Cc1ccc(NC(=O)Nc2sc(=S)n(C)c2C)cc1	3	2.3	-15	-17	-1	6	.	.	11
O=C(NCCN1CCCC1)C1CCN(S(=O)(=O)N2CCC3(CC2)OCCO3)CC1	-12	0.1	-5	10	-7	9	4	6	5
O=C(Nc1c(-c2ccccc2)[nH][nH]c1=O)c1cccc(C(F)(F)F)c1	-10	0.7	.	-19	0	6	0	9	.
COc1cccc(-c2c[nH]c(=O)[nH]c2=O)c1	-2	-0.6	-2	-18	-7	20	1	-12	-1
CCOC(=O)CCNC(=O)N1CCC(CCC(=O)NCc2ccc(F)cc2)CC1	-1	0.4	0	-4	-4	6	2	-7	-10
O=C(Nc1cc(C(F)(F)F)ccc1Cl)c1cc(C2CC2)on1	8	0.0	-1	6	-5	-8	9	1	-10
CCOc1cccc(/C=N/N2C(C)CCCC2C)c1O (stereo not drawn)	-10	-0.3	1	-2	2	0	5	-19	-20
COc1ccc(Cl)cc1C(=O)NNC1CC(=O)N(Cc2ccc(Cl)cc2)C1=O (stereo not drawn)	-8	0.9	-3	-2	-6	23	2	-16	-16
COc1ccc2cc(Br)ccc2c1CC(=O)NC(C)C	7	0.8	-24	-2	-10	-5	13	-18	-27
Cc1ccc(C)c(OCc2cc(C(=O)N3CCN(C(=O)c4ccco4)CC3)no2)c1	-9	10	-9	2	1	1	4	30	-1
Nc1nnc(Cc2ccc(Cl)cc2)s1	0	0.5	-2	-25	0	13	5	4	-10
CC(=O)Nc1ccc(N/C=C(\C#N)S(=O)(=O)c2ccc(Cl)cc2)cc1	-9	2.6	-7	1	-2	16	3	-9	-5
CCN(Cc1nc(-c2cccc(C)c2)no1)C(=O)c1ccc2c(c1)OCO2	-4	5.3	-12	-1	-4	-10	1	-9	-21

# Rewritten with two lines to a compound: part of the list above
# Every second line gives: CHO-K1 Ca antag, CHO-K1 Ca ag, OXTR potentiate, CHRM1 antagonist, M1 ag, CHO-K1 Ca PAM, TAAR1 agonist, TAAR1 antag, CHO parental Ca
> COc1ccc(NC(=O)CCn2c(=S)[nH]c3ccccc3c2=O)cc1
→ 0, 1.9, -6, -12, -2, 4, 12, -18, 4
> COc1cccc(-c2c[nH]c(=O)[nH]c2=O)c1
→ -2, -0.6, -2, -18, -7, 20, 1, -12, -1
> COc1ccc2cc(Br)ccc2c1CC(=O)NC(C)C
→ 7, 0.8, -24, -2, -10, -5, 13, -18, -27
> COc1ccc(CN(Cc2ccccn2)C(=O)CN2C(=O)C(C)Oc3ccccc32)cc1 (stereo not drawn)
→ -6, 5.0, 0, 3, 0, 0, 15, 52*, -11
> Cc1ccc(NC(=O)Nc2sc(=S)n(C)c2C)cc1
→ 3, 2.3, -15, -17, -1, 6, ., ., 11
